Screening results as filed in PubChem BioAssay.
RSV antiviral HEp-2 = RSV antiviral activity via CPE protection, HEp-2 cells, primary 10 µM value included (AID 2391) | HEp-2 cells, RSV-induced CPE inhibition; higher % means a stronger effect | one-dose CPE inhibition, % at 10 µM; IC50 in µM for titrated hits | hit rate 0.13% among 310,000; in the data active = a potency from the dose series; note: strong numbers were not always called active
K1F lysis inhibition = inhibition of K1F phage lysis, E. coli UTI89, bacterial capsule biogenesis inhibitors, alamar blue (AID 488966); E. coli UTI89 K1F phage lysis, alamar blue, 2 h; higher % means a stronger effect; inhibition, % at 100 µM, or IC50 in µM where a hit was titrated; hit rate 0.02% among 340,000;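 active = phage lysis inhibition, versus mean bacterial control, above a set limit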;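 note: capsule biogenesis inhibitors block K1F phage lysis so surviving cells raise fluorescence; higher fluorescence means more inhibition of phage lysis; actives were called in the ten point dose series up to 300 µM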
NTR1 agonist = NTR1-driven beta-arrestin-GFP spot formation – imaging, U2OS cells, high content, primary screen (AID 493036) | P30989 | agonist mode | activation, % at 20 µM | hit rate 0.17% among 330,000;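 active = activation at or above 40% of the spot to cytoplasm intensity ratio, with at least 20 cells analyzed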;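 note: 0% = DMSO without peptide and 100% = 100 nM NTR1 peptide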
Target sequence (P30989 whole entry, looked up): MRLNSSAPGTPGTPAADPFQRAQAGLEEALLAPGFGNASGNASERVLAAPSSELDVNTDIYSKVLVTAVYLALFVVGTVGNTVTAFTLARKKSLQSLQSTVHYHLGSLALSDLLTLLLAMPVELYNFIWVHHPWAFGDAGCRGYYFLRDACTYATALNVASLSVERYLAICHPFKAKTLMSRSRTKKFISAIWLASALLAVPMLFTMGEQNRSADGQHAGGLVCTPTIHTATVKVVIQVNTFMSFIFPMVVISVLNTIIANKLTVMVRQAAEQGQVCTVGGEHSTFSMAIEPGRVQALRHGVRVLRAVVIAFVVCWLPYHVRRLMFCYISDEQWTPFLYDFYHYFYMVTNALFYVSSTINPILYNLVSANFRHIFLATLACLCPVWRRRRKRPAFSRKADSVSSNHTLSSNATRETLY
Rac1 GTP hydrolysis = MgcRacGAP GTPase-activating activity inhibitors, confirmation, biochemical, ADP Hunter fluorescence; one-dose inhibition, % at 30 µM; IC50 in µM for titrated hits; MgcRacGAP-stimulated Rac1 GTP hydrolysis, ADP Hunter fluorescence; higher % means a stronger effect; GST-tagged Rac1 F28L mutant substrate; hit rate 0.6% among 340,000;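 active = first-screen hits whose inhibition reached a set limit at any dose in the follow-up dose series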;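 note: fluorescence reports GDP produced by GAP-driven GTP hydrolysis; strong numbers were not always called active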
West Nile virus CPE = inhibition of WNV-induced cytopathic effect – cell-based, CPE readout (AID 1621). West Nile virus-infected cells, CPE inhibition; higher % means a stronger effect. one-dose CPE inhibition, % at 10 µM; IC50 in µM for titrated hits. hit rate 0.02% among 290,000; in the data active = a potency from the dose series; note: strong numbers were not always called active
Large T inhibition = TAg ATPase/helicase activity blockers – biochemical (AID 1903); SV40 large T antigen ATPase/helicase inhibition assay; higher % means a stronger effect; one-dose inhibition, % at 20 µM; IC50 in µM for titrated hits; hit rate 0.39% among 310,000; in the data active = a potency from the dose series; note: strong numbers were not always called active
NS5 inhibitors = Dengue-2 NS5 methyltransferase inhibitors, primary screen, biochemical, confirmation dose response (AID 588689). inhibition, % at 25 µM, or IC50 in µM where a hit was titrated. hit rate 0.3% among 340,000. Dengue-2 NS5 methyltransferase capping enzyme assay, biochemical; higher % means a stronger effect; in the data active = a potency from the dose series
Siah-1 displacement = Siah-1 peptide-binding antagonists, primary screen, biochemical, fluorescence polarization, rhodamine-plectin, uHTS (AID 1817). Siah-1 / rhodamine-plectin peptide fluorescence polarization; higher % means a stronger effect. one-dose displacement, % at 20 µM; IC50 in µM for titrated hits. hit rate 0.02% among 290,000;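 active = displacement of at least 50% at 20 µM, with a fluorescence ratio check between 0.3 and a set limit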;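 note: plate controls were Siah plus tracer with DMSO for no effect and tracer alone without Siah for full effect; strong numbers were not always called active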
AID2073 = inhibitors of Mint1-CaV2.2 protein interaction, biochemical, HTRF (AID 2073); inhibition, % at 20 µM; hits with a dose series show IC50 in µM; hit rate 0.19% among 290,000; HTRF protein-protein interaction, Mint1-CaV2.2; higher % means a stronger effect; in the data active = inhibition mostly above about 51%, no sharp cut-off; note: some results filed as inactive read as strong as hits
NTR1 agonist cell count 20 µM = further read-out of NTR1 agonist, marked with its call; cell count; measured here: cell count, cytotoxicity flag
NS5 inhibitors pilot replicate = also measured in NS5 inhibitors; calls as there; inhibition, %; measured here: pilot screen replicate inhibition
Starred values were filed as active, the others as inactive; · = no result given; & = joins results of further samples; [ ] = another dose, or the depositor's remark.

SMILES	RSV antiviral HEp-2	K1F lysis inhibition	NTR1 agonist	NTR1 agonist cell count 20 µM	Rac1 GTP hydrolysis	West Nile virus CPE	Large T inhibition	NS5 inhibitors	Siah-1 displacement	AID2073	others
COc1ccc(NC(=O)Nc2cccc3c2O[C@H](CN(C)C(=O)NC(C)C)[C@@H](C)CN([C@H](C)CO)C3=O)cc1	·	-4.0%	5.3	40	-12%	·	·	-72%	·	·
O=C(NC1CCN(S(=O)(=O)c2ccccc2)CC1)c1ccccc1	1.2%	0.1%	1.3	39	7%	-0.3%	4%	-5%	5%	-1%	NS5 inhibitors pilot replicate=-1.2
C/C(N)=C(/C#N)C(=O)COC(=O)C1Cc2ccccc2CN1S(C)(=O)=O (stereo unspecified)	1.4%	-0.3%&-0.8%	-0.1	91	1%&-2%	0.5%	1%	-8%&-6%	4%	11%
O=C(CO/N=C/c1ccccc1OC(F)F)NCc1ccco1	0.8%	0.2%	1.0	61	-4%	0.0%	15%	-3%	0%	-5%
O=C(NN1C(=O)C2CC=C(Cl)CC2C1=O)c1ccncc1 (stereo unspecified)	2.4%	-0.1%	1.3	53	4%	0.2%	4%	1%	69%*	62%*
Cc1cc(NC(=O)c2cc(CC(C)C)on2)no1	0.2%	1.4%	5.3	52	5%	-0.1%	2%	-2%	-2%	3%
Cc1cccc(C)c1NC(=O)CSc1nnc(-c2ccncc2)n1Cc1ccco1	0.8%	-1.8%	-1.6	52	-2%	-0.4%	1%	-8%	-1%	3%
COc1cn(-c2ccccc2)nc1C(=O)Nc1ccc(C)cc1	17%	0.0%	2.4	61	8%	0.6%	6%	-10%	2%	8%
CC1CCCC(NC(=O)CNC(=S)N(Cc2ccccc2)Cc2cccs2)C1C (stereo unspecified)	9.6%	0.5%	11	57	7%	-1.4%	-5%	-3%	-4%	10%
O=C(COC(=O)CCc1ccc(S(=O)(=O)N2CCOCC2)cc1)NCc1ccc(Cl)cc1	1.7%	-0.1%	-0.1	82	7%	1.3%	6%	-5%	3%	-5%
CCOc1cc(C(N)=O)cc(Br)c1OCc1ccccc1	22%	-0.1%	6.5	38	-2%	1.9%	6%	-4%	6%	-1%
CC(C)[C@H](CO)Nc1nc(NCc2ccc(S(N)(=O)=O)cc2)c2ncn(C(C)C)c2n1	-1.5%	-0.1%	-0.8	60	5%	-0.1%	11%	-2%	-4%	0%
CCCCSc1nnc(CCC)n1N	-0.5%	0.3%	-3.0	43	6%	0.4%	13%	-8%	5%	16%
CC1C(=O)CCC1(C(=O)O)c1ccccc1 (stereo unspecified)	2.2%	0.6%	-0.2	76	1%	0.2%	0%	-4%	0%	-3%
Cc1cccn2c(=O)nc(SCC(=O)NCCc3ccccc3)nc12	0.4%	1.1%[50 µM]	2.8	65	7%	·	7%	-1%	·	·
COc1cccc(N=C2CC(C)(C)CC(=O)/C2=C(/O)c2ccccc2)c1	0.1%	0.0%	0.4	51	-3%	-0.6%	18%	5%	-9%	-6%
CCn1c(SCC(=O)NC2CCCC2)nnc1C(C)NC(=O)c1ccccc1F (stereo unspecified)	-0.1%	0.3%	13	61	-5%	0.1%	0%	-4%	2%	-6%
CN(C)CC(c1ccccc1)c1ccccc1	1.3%	·	-1.2	45	·	0.1%	6%	·	4%	-5%
O=C(N/N=C/c1ccc(F)cc1)c1cccc(NC(=O)c2ccccc2Cl)c1	4.5%	0.7%	-1.7	38	9%	-0.7%	12%	-3%	2%	-3%
CCCCN(CCCNC(=O)c1ccc(CS(=O)(=O)c2c(Cl)cccc2Cl)o1)Cc1ccccc1	·	0.2%	2.3	65	6%	0.0%	1%	-18%	3%	-4%
CCCc1cc(=O)oc2cc(OC(C)C(=O)NCCCn3ccnc3)ccc12 (stereo unspecified)	-0.3%	0.2%	2.3	57	10%	-0.3%	12%	1%	8%	7%
Cc1cccc(C(=O)c2ccccc2C(=O)O)c1	2.2%	0.0%	0.2	46	4%	0.2%	8%	-7%	8%	3%
CCCCn1c(N)c(N(CCC(C)C)C(=O)c2ccccc2C)c(=O)[nH]c1=O	-0.2%	-0.1%	-1.2	50	12%	-0.7%	6%	-2%	-6%	10%
O=c1ccc(-c2n[nH]c(=S)n2-c2ccc(F)c(Cl)c2)n[nH]1	-0.7%	1.4%	-0.1	58	6%	1.0%	26%	-11%	2%	-9%
CC1(C)C2CCC1(CS(=O)(=O)NCc1ccc(S(N)(=O)=O)cc1)C(=O)C2 (stereo unspecified)	0.9%	-0.2%	0.6	34	6%	1.2%	5%	-7%	-2%	2%

Gathered by group: the compounds so far with an NH in an aromatic ring.
SMILES	RSV antiviral HEp-2	K1F lysis inhibition	NTR1 agonist	NTR1 agonist cell count 20 µM	Rac1 GTP hydrolysis	West Nile virus CPE	Large T inhibition	NS5 inhibitors	Siah-1 displacement	AID2073	others
CCCCn1c(N)c(N(CCC(C)C)C(=O)c2ccccc2C)c(=O)[nH]c1=O	-0.2%	-0.1%	-1.2	50	12%	-0.7%	6%	-2%	-6%	10%
O=c1ccc(-c2n[nH]c(=S)n2-c2ccc(F)c(Cl)c2)n[nH]1	-0.7%	1.4%	-0.1	58	6%	1.0%	26%	-11%	2%	-9%

Next records.
SMILES	RSV antiviral HEp-2	K1F lysis inhibition	NTR1 agonist	NTR1 agonist cell count 20 µM	Rac1 GTP hydrolysis	West Nile virus CPE	Large T inhibition	NS5 inhibitors	Siah-1 displacement	AID2073	others
O=Nc1[nH]c(=O)c(/C=C(\O)c2ccccc2)nc1NO	-0.1%	1.8%[50 µM]	8.2	76	7%	-0.1%	16%	5%	1%	-1%
COc1ccc(NC(=O)/C=C/c2ccc(F)cc2)cn1	7.6%	1.5%[50 µM]	0.6	64	9%	-0.7%	2%	1%	3%	6%
COc1cc(C(=O)Nc2cccc(-c3nc4cc(C)ccc4o3)c2C)cc(OC)c1OC	-0.2%	0.9%	8.2	38	10%	-0.1%	3%	8%	4%	11%
CC1CCCCC1NC(=O)CN1CCC(NC(=O)c2cccc(F)c2)CC1 (stereo unspecified)	1.4%	-0.2%	-2.8	53	-6%	-0.1%	2%	-2%	-6%	5%
O=C(OCC(=O)N1CCOCC1)c1cc(S(=O)(=O)N2CCOCC2)c(Cl)cc1Cl	2.0%	0.9%[50 µM]	-2.4	50	2%	·	·	-10%	·	·
Cc1ccc(NC(=O)C2CCN(S(=O)(=O)c3cccnc3)CC2)cc1C	0.9%	2.4%	-0.5	74	8%	0.2%	9%	-7%	1%	11%
COc1ccc(-c2ccc3oc(-c4ccc(OC)cc4)c(C#CCO)c3c2)cc1	8.4%	-0.1%	16	86	2%	2.5%	1%	-6%	·	·
Cc1cccc(NC(=O)c2ccc(C)c(S(=O)(=O)N3CCCCC3)c2)n1	0.1%	0.2%[50 µM]	2.0	51	8%	·	8%	4%	·	·
CSc1nc(-c2ccccc2)nn1S(=O)(=O)c1ccc(Cl)cc1	0.2%	-0.1%	3.1	64	5%	0.3%	-8%	-6%	-4%	-5%
CCCN(C(=O)CSCc1c(C)noc1C)c1c(N)n(Cc2ccccc2)c(=O)[nH]c1=O	0.0%	0.5%[50 µM]	-1.0	57	3%	·	25%	3%	·	·
COc1ccc(C2NC(=O)N(C)C3=C2C(=O)CC(C)(C)C3)cc1OC (stereo unspecified)	2.8%	0.0%	0.2	88	4%	-0.2%	-1%	-9%	-3%	1%
Cn1cccc1/C=C1\SC(=S)N(NC(=O)c2cccc(Cl)c2)C1=O	1.0%	4.0%	·	·	6%	-0.3%	15%	6%	4%	2%
O=C(NC(=S)Nc1ccccn1)c1ccccc1	-0.1%	-0.3%	0.3	103	7%	0.3%	2%	-2%	-1%	2%
CCOCCCNS(=O)(=O)c1ccc2c(c1)CCN2C(C)=O	0.3%	-0.8%	-0.1	54	1%	-0.2%	-1%	0%	-3%	2%
Nc1nonc1-c1nc2ccccc2n1CC(=O)O	0.9%	-0.2%	1.4	42	15%	-0.6%	2%	3%	-5%	6%
COc1cccc(C(=O)NC2CCN(CC(=O)Nc3ccccc3Cl)CC2)c1	-0.3%	0.2%	-0.1	46	8%	0.4%	4%	-4%	4%	-2%
CCOC(=O)/C(N)=C/c1ncc(C(F)(F)F)cc1Cl	1.9%	0.2%	0.5	56	1%	-0.1%	5%	-11%	1%	2%
NC(=O)c1c(NC(=O)c2ccccc2)sc2c1CCCC2	0.7%	0.2%	1.0	88	9%	-0.5%	6%	1%	-1%	23%
O=C(CCc1ccc(S(=O)(=O)N2CCOCC2)cc1)OCC(=O)c1ccc(Br)cc1	·	0.2%[50 µM]	1.4	55	8%	·	·	2%	·	·
CCN(CC(=O)Nc1c(F)cccc1F)C(=O)c1csc2c1CCCC2	-2.3%	0.5%[50 µM]	0.6	54	2%	·	10%	0%	·	·
Nn1c(SCC(=O)Nc2nccs2)nnc1-c1ccco1	·	0.3%[50 µM]	-0.4	66	12%	·	·	8%	·	·
CCOc1ccc(NC(=O)Cn2nnc(-c3ccccc3NC(=O)c3cccs3)n2)cc1	3.4%	3.5%	0.6	75	11%	-0.1%	-2%	-8%	43%	32%
Cc1onc(-c2c(F)cccc2Cl)c1C(=O)NCc1ccc(F)cc1	0.8%	0.2%	-0.8	65	1%	-0.5%	7%	1%	0%	8%
COc1ccc(CCN2CC(C(=O)N(C)CCn3nc(C)cc3C)CCC2=O)cc1 (stereo unspecified)	-1.0%	0.4%	1.5	84	6%	-0.7%	0%	-4%	2%	8%
CCOC(=O)C1=C(C)N(CCCCCC(=O)O)C(=O)NC1c1ccccc1OS(=O)(=O)c1ccc(C)cc1 (stereo unspecified)	-2.0%	0.9%	0.3	59	8%	-0.7%	16%	-14%	·	·
O/N=C/C1=C(Cl)c2ccccc2CC1	-3.0%	0.7%	1.8	52	9%	-1.1%	3%	-13%	1%	-4%

Fetched one by one from above (4):
SMILES	RSV antiviral HEp-2	K1F lysis inhibition	NTR1 agonist	NTR1 agonist cell count 20 µM	Rac1 GTP hydrolysis	West Nile virus CPE	Large T inhibition	NS5 inhibitors	Siah-1 displacement	AID2073	others
NC(=O)c1c(NC(=O)c2ccccc2)sc2c1CCCC2	0.7%	0.2%	1.0	88	9%	-0.5%	6%	1%	-1%	23%
Cc1onc(-c2c(F)cccc2Cl)c1C(=O)NCc1ccc(F)cc1	0.8%	0.2%	-0.8	65	1%	-0.5%	7%	1%	0%	8%
O/N=C/C1=C(Cl)c2ccccc2CC1	-3.0%	0.7%	1.8	52	9%	-1.1%	3%	-13%	1%	-4%
CSc1nc(-c2ccccc2)nn1S(=O)(=O)c1ccc(Cl)cc1	0.2%	-0.1%	3.1	64	5%	0.3%	-8%	-6%	-4%	-5%

No enrichment for hits; about 1.6% have a hit in one of these screens.
